Glioma ERSR ind = ER stress response induction in glioma | U87-MG GRP78 promoter luciferase reporter, 16 h | Potency, µM, for inactives: at the highest dose activation, usual class: activators | 0.02% of 420,000 active; active means well fitted activation curve with a large enough effect; inconclusive means small, poorly fitted or top-dose-only effect; inactive means no such curve, though single readings can be large or run the other way; further: series mostly up to about 76 µM; % of control where 0% means no effect; nearly all actives have a fitted effect of over 35% in size
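Stably transfected U87-MG human glioma cells carrying a GRP78-based luminescent sensor were seeded at 1000 cells/well, pin-dosed with compounds and incubated 16 h. Luciferase reagent was then added, and end-point luminescence was read after 10 min at room temperature.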
Starred values were filed as active, the others as inactive; ? = inconclusive; & = joins results of further samples. Potency means the concentration at half of the fitted maximal effect. The list is partial; count on the stated rates, not on these rows.

SMILES	Glioma ERSR ind
C[C@H](NC(=O)[C@@H](N)Cc1ccc(O)cc1)C(=O)NCC(=O)N[C@H]1CSSC[C@@H](C(=O)O)NC(=O)[C@H](CO)NC(=O)[C@H]([C@@H](C)O)NC(=O)[C@H](Cc2ccccc2)NC(=O)[C@H]([C@@H](C)O)NC(=O)[C@H](CCCCN)NC(=O)[C@@H](Cc2c[nH]c3ccccc23)NC(=O)[C@H](Cc2ccccc2)NC(=O)[C@H](Cc2ccccc2)NC(=O)[C@H](CC(N)=O)NC(=O)[C@H](CCCCN)NC1=O	-2.0%
C[C@H](Oc1ccccc1)C(=O)N[C@@H]1C(=O)N2[C@@H]1SC(C)(C)[C@@H]2C(=O)O	-0.5%
C=C1CC[C@H](O)C/C1=C/C=C1\CCC[C@]2(C)[C@@H]([C@H](C)CCCC(C)C)CC[C@@H]12	0.1%&-5.9%
COCCn1c(=O)c(-c2cccs2)nc2cnc(OC)nc21	-1.9%
CO/N=C(/C(=O)N[C@@H]1C(=O)N2C(C(=O)O)=C(CSc3nc(C)c(CC(=O)O)s3)CS[C@H]12)c1csc(N)n1	-3.2%
CC(=O)OCC1=C[C@H]2[C@@H]3C(C)(C)[C@]3(OC(C)=O)C[C@@H](C)[C@]2(O)[C@@H]2C=C(C)C(=O)[C@@]2(O)C1	1.2%
O=C(NCCc1ccccn1)C1CC12CCN(C(=O)c1ccc(F)cc1Cl)CC2 (stereo unspecified)	-3.0%
COC(=O)N1CCC2(CCCN(Cc3ccccc3OC)C2)CC1	0.6%
N#Cc1ccc(CN2CC3(CCN(C(=O)c4cc(C(F)(F)F)cc(C(F)(F)F)c4)CC3)C2)cc1	-3.6%
CN1CCN(c2ncc3nc(-c4cn(C)c5ccccc45)c(=O)n(C)c3n2)CC1	-2.2%
Nc1ncnc2c1[nH]c(=O)n2C1OC(CO)C(O)C1O (stereo unspecified)	-2.0%
COc1ncc2nc(-c3cccs3)c(=O)n(-c3ccccc3)c2n1	-3.9%
CO[C@H]1COC(=O)C/C=C\[C@@H](C)[C@H](OC)COC(=O)[C@H]2CCCN2C(=O)C/C=C\[C@@H]1C	-2.3%
COc1cc(-c2oc3cc(O)cc(O)c3c(=O)c2O[C@@H]2O[C@H](CO)[C@@H](O)[C@H](O)[C@H]2O)cc(OC)c1O	-2.7%
C[N+]1(C)C2CCC1CC(OC(=O)C(O)c1ccccc1)C2 (stereo unspecified)	-1.0%&-1.7%
CN1CCN(c2ncncc2-c2ccc(N(C)C)cc2)CC1	-0.2%
c1ccc2c(c1)CCC[C@H]2Nc1nc2ccccc2[nH]1	-4.7%
COc1ccc(C(C)=O)c(O)c1	-2.4%
c1cncc(-c2nc(NCCN3CCOCC3)c3ccccc3n2)c1	-5.8%
Cn1c(=O)c(-c2ccc(F)cc2)nc2cnc(Nc3ccccc3)nc21	-2.8%
Cc1noc(C)c1-c1cc(NCc2ccccc2)ncn1	2.8%
CC1CCC2C(C)(C)C3CC12CC[C@]3(C)O (stereo partly specified)	-2.5%
CC[C@H]1OC(=O)[C@H](C)[C@@H](O[C@H]2C[C@@](C)(OC)[C@@H](O)[C@H](C)O2)C(C)[C@@H](O[C@@H]2O[C@H](C)C[C@H](N(C)C)[C@@H]2O)[C@](C)(OC)C[C@@H](C)C(=O)[C@H](C)[C@@H](O)[C@]1(C)O (stereo partly specified)	-3.8%
O=C(/C=C/c1ccc(O)c(O)c1)c1ccc(O)cc1O	?
COc1ccc(COC(=O)N/N=C2/C[C@@H](O)[C@@H](O)[C@@H]3[C@@H]4C(=O)N(C5CCCCC5)C(=O)[C@H]4CC[C@H]23)cc1	-3.2%

(list continues)
SMILES	Glioma ERSR ind
COc1cccc(Cn2c(=O)c(-c3ccccc3)nc3cnc(N4CCN(C)CC4)nc32)c1	-4.7%
Cc1ccc(Sc2cncc3sc(C(N)=O)cc23)cc1	2.0%
COC(=O)c1cccc(C(=O)NCc2nc(-c3cccc(NC(=O)c4ccoc4C)c3)oc2C)c1	-1.9%
Cc1ncc2c(c1CNC(=O)c1ccc3c(c1)OCO3)CCN(C(=O)c1coc3c1C(=O)CCC3)C2	-6.9%
COc1ccc2c(c1)c(C1=C(c3c[nH]c4ccccc34)C(=O)NC1=O)cn2CCCN(C)C	-7.9%
C=CCOC(=O)C(C(C)=O)C(NC(=O)OC)c1cccc(F)c1 (stereo unspecified)	-5.9%
COc1cc2nc(N3CCN(C(=O)OCc4ccccc4)C(C(=O)NC(C)(C)C)C3)nc(N)c2cc1OC (stereo unspecified)	-7.3%
C=C1C(N)CC2CC1C2(C)C (stereo unspecified)	-3.8%
OCCCNCc1cc2cc3c(cc2nc1N1CCN(c2cccc(Cl)c2)CC1)OCO3	-1.3%
COc1ccc(O[C@H]2C=C[C@@H](c3ccccc3)O[C@H]2COC(=O)NCc2cccc3ccccc23)cc1	-4.0%
C=Cc1c(C)c2cc3nc(cc4[nH]c(cc5nc(cc1[nH]2)C(C)=C5CCC(=O)O)c(CCC(=O)OC)c4C)[C@@]1(C)C3=CC=C(C(=O)OC)[C@H]1C(=O)OC (tested in a mixture with another compound)	-2.8%
Cc1ccccc1-c1nc(N2CCOCC2)c2ccccc2n1	-2.3%
N[C@@]1(C(=O)O)CN[C@@H](C(=O)O)C1	-2.8%
Cc1ccccc1C1CC(=O)Oc2ccc(C(C)(C)C)cc21 (stereo unspecified)	-5.4%
COc1ccc(-n2c(=O)c(-c3ccccc3)nc3cnc(N4CCNCC4)nc32)cc1	1.1%
NCC1CCCCC1CC(=O)O (stereo unspecified)	-0.6%
Cc1cnc(C)c(-c2cc(F)cc3c2OC(CNC(=O)Cc2ccccc2C)C3)n1 (stereo unspecified)	-5.2%
COCCNC(=O)c1cn(C2CCN(C3CCCC3)CC2)nn1	-3.6%
Cc1noc(C)c1C(=O)N1CCC2(CCN(C(=O)NC(C)C)CC2)CC1	-4.2%
Cc1cc2c(nc1C)CCCN2C[C@H](O)CN1CCCc2nc(-c3ccc(Br)cc3)ccc21	-3.1%&0.0%
COc1ccc(OC2C=CC(C#Cc3ccccc3)OC2CO)cc1 (stereo unspecified)	-2.1%
COc1cccc(Cn2c(=O)c(-c3ccc(Cl)cc3)nc3cncnc32)c1	-6.4%
Cc1noc(C)c1-c1cncnc1NCCN1CCOCC1	3.6%
CCCNC(=O)OC[C@H]1O[C@@H](CCO/N=C\[C@@H](NS(=O)(=O)c2ccc(C)cc2)[C@H](C)/C=C\CC(=O)OC)C=C[C@@H]1Oc1ccc(OC)cc1	-3.6%
NC1=NC(S)C2N=CN=C2N1 (stereo unspecified)	-0.7%

Another view of part of the listing above:
smiles: CO[C@H]1COC(=O)C/C=C\[C@@H](C)[C@H](OC)COC(=O)[C@H]2CCCN2C(=O)C/C=C\[C@@H]1C
  Glioma ERSR ind = -2.3%

smiles: Cc1noc(C)c1-c1cncnc1NCCN1CCOCC1
  Glioma ERSR ind = 3.6%

smiles: COc1ccc2c(c1)c(C1=C(c3c[nH]c4ccccc34)C(=O)NC1=O)cn2CCCN(C)C
  Glioma ERSR ind = -7.9%

smiles: COCCn1c(=O)c(-c2cccs2)nc2cnc(OC)nc21
  Glioma ERSR ind = -1.9%

More records
SMILES	Glioma ERSR ind
CCCCCCCN(CC)CCCC(O)c1ccc(NS(C)(=O)=O)cc1 (stereo unspecified)	-3.9%
CC(=O)c1ccccc1C(=O)NCC1Cc2cccc(-c3cccnc3)c2O1 (stereo unspecified)	-4.4%
CCN1CCN(C(=O)N[C@H](C(=O)N[C@@H]2C(=O)N3[C@@H](C(=O)O)C(C)(C)S[C@@H]23)c2ccccc2)C(=O)C1=O	-2.3%
COc1ccccc1-c1cc(Nc2ccn[nH]2)ncn1	5.5%
CCC[C@@H]1NC(=O)[C@@H](NC(C)=O)CSSC[C@@H](C(N)=O)NC(=O)CNC(=O)[C@H](Cc2c[nH]c3ccccc23)NC(=O)[C@H](CCCN=C(N)N)NC(=O)[C@H](Cc2ccc3ccccc3c2)NC(=O)[C@H](Cc2cnc[nH]2)NC(=O)[C@H](CCCN=C(N)N)NC1=O	-5.4%
CC(CC(C)(C)C)CP(=O)(O)CC(C)CC(C)(C)C (stereo unspecified)	-0.7%
COc1ccc(NC(=O)N2CCCC3(CCN(C(=O)c4csnn4)CC3)C2)cc1	-2.0%
CS(=O)(=O)c1ccc([C@@H](O)[C@@H](COC(=O)CN)NC(=O)C(Cl)Cl)cc1	-1.1%
CCNc1ncc2nc(-c3ccccc3)c(=O)n(CCC#N)c2n1	-3.0%
O=C([C@@H]1C[C@@H](Sc2nc3ccccc3[nH]2)CN1CC1CCCCC1)N1CCOCC1	-2.7%
COc1cccc(-c2cncnc2NCc2cccs2)c1	-2.7%
CC1(C)OC2C(CO)OC(n3cnc4c(=O)[nH]c(N)nc43)C2O1 (stereo unspecified)	0.5%
CN1CCN(c2ncc3nc(-c4cn(C)c5ccccc45)c(=O)n(CCc4ccccc4)c3n2)CC1	-4.2%
CS(=O)(=O)N1CCC2(CC1)CN(c1ccc(-c3ccccc3)cc1)C2	-3.6%
NC(N)=NCCC[C@H](NC(=O)[C@@H](N)Cc1ccc(O)cc1)C(=O)O	-1.9%
Cc1ncc2c(c1CNC(=O)c1ccc3c(c1)OCO3)CCN(C(=O)c1ccc3ccccc3c1)C2	0.6%
COc1cc(=O)n2c(c1C(=O)N(C)Cc1ccsc1)CCN(Cc1cnn(C)c1C)CC2	-1.7%
CCN(CC)CCNC(=O)c1ccc(NS(C)(=O)=O)cc1	-2.9%
Cc1cccc2nc(CNC(=O)CN3Cc4ccccc4OC(c4ccccc4F)C3)cn12 (stereo unspecified)	-3.1%
CC1=C(/C=C/C(C)=C\C=C\C(C)=C\C(=O)O)C(C)(C)CCC1	-2.4%&-5.3%&-4.4%
O=C(O)[C@@]1(CCCCCCOc2ccc(Cl)cc2)CO1	6.9%
CO[C@H]1COC(=O)[C@H](C)NC(=O)C/C=C\[C@@H](C)[C@H](OC)COC(=O)[C@@H](OCc2ccccc2)/C=C\[C@@H]1C	-3.2%
N#CCCn1c(=O)cnc2cnc(N3CCNCC3)nc21	-4.0%
NC(=O)c1cc[n+](CC2=C(C(=O)O)N3C(=O)[C@@H](NC(=O)[C@@H](c4ccccc4)S(=O)(=O)[O-])[C@H]3SC2)cc1	-2.6%
O=c1c(CCc2ccccc2)nc2cnc(N3CCNCC3)nc2n1CCc1ccccc1	-5.7%

Reformatted: entries from further up
SMILES: CCN1CCN(C(=O)N[C@H](C(=O)N[C@@H]2C(=O)N3[C@@H](C(=O)O)C(C)(C)S[C@@H]23)c2ccccc2)C(=O)C1=O
  Glioma ERSR ind: -2.3%

SMILES: Cc1ccc(Sc2cncc3sc(C(N)=O)cc23)cc1
  Glioma ERSR ind: 2.0%

Taken from above.
`NC(=O)c1cc[n+](CC2=C(C(=O)O)N3C(=O)[C@@H](NC(=O)[C@@H](c4ccccc4)S(=O)(=O)[O-])[C@H]3SC2)cc1` in Glioma ERSR ind: -2.6%
`O=c1c(CCc2ccccc2)nc2cnc(N3CCNCC3)nc2n1CCc1ccccc1` in Glioma ERSR ind: -5.7%
`CCN1CCN(C(=O)N[C@H](C(=O)N[C@@H]2C(=O)N3[C@@H](C(=O)O)C(C)(C)S[C@@H]23)c2ccccc2)C(=O)C1=O` in Glioma ERSR ind: -2.3%

Further results:
SMILES	Glioma ERSR ind
O=C1[C@H]2[C@H]3[C@H](O)[C@H](O)C/C(=N/OC[C@@H](O)COCc4ccco4)[C@H]3CC[C@@H]2C(=O)N1Cc1ccccc1	-3.8%
CN1CC(O)C(O)C(O)C1CO (stereo unspecified)	-2.5%
COC(=O)C/C=C\[C@@H](C)[C@@H](/C=N\OC[C@@H](O)[C@H]1O[C@H]2OC(C)(C)O[C@H]2[C@@H]1O)OC	-5.2%
CC1OC(OC2CCC3(C)C(CCC4C3CC(O)C3(C)C(C5=CC(=O)OC5)CCC43O)C2)CC(O)C1OC1CC(O)C(OC2CC(O)C(OC3OC(CO)C(O)C(O)C3O)C(C)O2)C(C)O1 (stereo unspecified)	-6.4%
O=C(CN1Cc2ccccc2OC(c2ccsc2)C1)N1CCN(Cc2ccc3c(c2)OCO3)CC1 (stereo unspecified)	-3.3%
OCc1ccccc1O[C@H]1OC(CO)C(O)C(O)C1O (stereo partly specified)	-2.2%
Cc1cnc(C)c(-c2cccc3c2OC(CNC(=O)C2(c4ccc(Cl)cc4)CC2)C3)n1 (stereo unspecified)	-0.9%
CC[C@H](C)[C@H](NC(=O)CNC(=O)[C@H](C)NC(=O)[C@H](C)N)C(=O)NCC(=O)N[C@H](C(=O)N[C@@H](CC(C)C)C(=O)N[C@H](C(=O)N[C@H](C(=O)O)C(C)C)[C@@H](C)O)[C@@H](C)CC	-3.9%
COC(=O)C1=C(C)N(Cc2ccccc2)C2=C(C(C)=O)C(c3ccccc3)[C@@](O)(C(=O)OC)C(=O)N2C1c1ccccc1 (stereo partly specified)	-3.2%&-4.8%
COc1ccccc1-c1nc2cc(C(=O)NC[C@H]3CCc4ccccc4O3)cc(NC(C)=O)c2n1C	-3.6%
CCNc1ncc2nc(-c3cc(F)cc(F)c3)c(=O)n(C3CC3)c2n1	4.2%
COCC1CCCN(Cc2ccc3c(c2)CN(C(=O)c2cccnc2OC)CCO3)C1 (stereo unspecified)	-0.2%
COc1ccc(-c2ccc3c(n2)CCCN3C[C@H](O)CN2CCCc3nc(-c4ccc(Br)cc4)ccc32)cc1	-0.2%&2.3%
CCNc1ncc2nc(-c3ccc(Cl)cc3)c(=O)n(C[C@H]3CCCO3)c2n1	1.2%
CCCCCCCCCCCCC[N+](C)(C)Cc1ccccc1	-12.4%
CS(=O)(=O)N1CCC2(CCCN(c3cccc(-c4ccccc4)c3)C2)CC1	1.5%
Cn1c(CCNC(=O)C2CC23CCN(C(=O)C2=CCCC2)CC3)nc2ccccc21 (stereo unspecified)	-1.7%
CC(C)CCNC(=O)C(CC(C)C)NC(=O)C1OC1C(=O)O (stereo unspecified)	5.1%
CN(C)C(=O)c1ccc(-c2nc(Nc3ccc(F)cc3)c3ccccc3n2)cc1	2.9%

Screening results (PubChem)
